Mac1 fbg enh: enhancers of CD11b/CD18 adhesion to fibrinogen, primary screen, K562 cells, luminescence; Integrin beta-2 (Homo sapiens) + Integrin alpha-M (Homo sapiens), P05107+P11215; ATPlite luminescence; activation, % at 10 µM; hit rate 0.07% among 93,000; AID 1499, 2009;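 active = 10 µM primary screen giving 50% or more activity, confirmed by 40% or more on retest at that dose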; note: strong numbers were not always called active
ERb SRC1 inh: inhibitors of ERβ-SRC1 coactivator interaction, primary screen, biochemical, TR-FRET, ERβ LBD, SRC-1 peptide. AID 633, 2007. TR-FRET ER-beta LBD / SRC1-Cy5 peptide binding; receptor agonist-loaded with 1 µM estradiol. Estrogen receptor beta (Homo sapiens), Q92731. inhibition, % at 25.6 µM. hit rate 1.3% among 86,000;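 active = compounds whose percent inhibition of the receptor-coactivator binding signal exceeds about 50% in the single-dose screen, limit read from the data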;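 note: 0% = receptor plus peptide wells without compound and 100% = peptide-only wells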
Mac1 fbg inh: inhibitors of CD11b/CD18 adhesion to fibrinogen, primary screen, K562 cells, luminescence; Integrin beta-2 (Homo sapiens) + Integrin alpha-M (Homo sapiens), P05107+P11215; ATPlite luminescence; Mn2+ added to activate the integrin; inhibition, % at 10 µM; hit rate 0.54% among 93,000;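 active = primary inhibition of 50% or more at 10 µM, then 40% or more on retest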; note: some results filed as inactive read as strong as hits
FAK inh: FAK kinase inhibitors, primary screen, biochemical. hit rate 0.84% among 97,000. Focal adhesion kinase 1 (Homo sapiens), Q05397. biochemical FAK kinase activity assay. inhibition, %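 (tested at 7 µM)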; in the data active = inhibition above about 19%;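 note: 0% = DMSO and 100% = reference compound high control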
ERa SRC1 inh: ERα–SRC-1 coactivator interaction inhibitors, primary screen, biochemical, TR-FRET, ERα LBD, estradiol-bound; TR-FRET ER-alpha LBD / SRC-1 peptide; inhibition, % at 25.6 µM; hit rate 1.7% among 86,000; Estrogen receptor (Homo sapiens), P03372; in the data active = inhibition above about 50%;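 note: 0% = receptor plus peptide control and 100% = peptide only without receptor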
ERa SRC1 pot: enhancers of ERα–SRC-1 coactivator binding, primary screen, biochemical, TR-FRET, ERα LBD, low estradiol | Estrogen receptor (Homo sapiens), P03372 | TR-FRET ERalpha-LBD/SRC-Cy5 coactivator binding, 2 h; 100 = basal binding, no effect | coactivator binding (% of control), % at 25.6 µM | hit rate 1.3% among 86,000; in the data active = activity above about 200%;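 note: binding measured in presence of low estradiol as agonist stimulus; 0% = peptide alone without receptor and 100% = receptor with peptide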
PLK1 PBD inh: Plk1 polo box domain binding inhibitors, primary screen, biochemical, fluorescence polarization; Plk1 PBD phosphopeptide binding; inhibition, %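 (tested at about 20 µM)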; hit rate 0.13% among 97,000; AID 693, 2007; in the data active = inhibition above about 34%, passing the limit was not always enough
Target sequence (P53350 whole entry, looked up, the tested form may be a part): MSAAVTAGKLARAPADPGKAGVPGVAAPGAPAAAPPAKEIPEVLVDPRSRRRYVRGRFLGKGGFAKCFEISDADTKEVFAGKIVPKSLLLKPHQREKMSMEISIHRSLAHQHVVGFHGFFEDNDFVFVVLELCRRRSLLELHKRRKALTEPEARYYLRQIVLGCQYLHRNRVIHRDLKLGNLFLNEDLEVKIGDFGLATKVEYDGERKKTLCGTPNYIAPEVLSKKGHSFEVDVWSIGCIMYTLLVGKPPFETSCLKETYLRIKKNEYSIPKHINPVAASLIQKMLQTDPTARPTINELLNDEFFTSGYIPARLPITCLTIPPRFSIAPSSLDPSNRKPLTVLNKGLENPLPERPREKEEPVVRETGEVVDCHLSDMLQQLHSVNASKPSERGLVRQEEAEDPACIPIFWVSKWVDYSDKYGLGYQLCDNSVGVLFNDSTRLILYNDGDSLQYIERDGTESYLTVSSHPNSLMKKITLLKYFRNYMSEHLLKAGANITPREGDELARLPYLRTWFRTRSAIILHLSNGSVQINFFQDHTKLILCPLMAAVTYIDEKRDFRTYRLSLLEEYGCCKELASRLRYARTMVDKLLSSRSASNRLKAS
Rev-RRE block: HIV-1 Rev-RRE binding inhibitors, primary screen, biochemical, FRET, protein-RNA interaction | hit rate 0.79% among 97,000 | P05866 | AID 704, 2007 | inhibition, % at 8 µM | Rev peptide-RRE RNA binding;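 active = inhibition above the screen-wide mean plus 3 SD, cut at about 35% in these data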;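 note: 0% = median DMSO wells and 100% = median Neomycin B control wells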
Target sequence (P05866 whole entry, looked up): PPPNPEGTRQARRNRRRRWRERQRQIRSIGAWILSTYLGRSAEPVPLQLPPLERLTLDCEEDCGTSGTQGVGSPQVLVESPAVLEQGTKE
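Test system – labelled RRE RNA duplex and labelled Rev peptide · Signal – fluorescein-to-Cy5 FRET, 480 nm excitation · Evaluation – % inhibition of FRET ratio versus controls · Benchmarks – DMSO low control, neomycin B high control · Incubation – 5 min RNA-compound premix plus 15 min binding step, 25 °C · Medium – HEPES pH 7.5 salt buffer with EDTA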
PLK1 inh: human PLK1 kinase inhibitors, primary screen, biochemical, TR-FRET; recombinant PLK1 kinase, TR-FRET peptide phosphorylation; inhibition, % at 10 µM; hit rate 0.53% among 97,000; AID 619, 2007;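 active = inhibition of 50% or more in the single-concentration screen; inactive = inhibition below 50%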;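 note: 0% = DMSO max control and 100% = H-89 dihydrochloride min control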
Numbers without * were called inactive; . = no result given; [ ] = another dose, or the depositor's remark.

Abbreviations: A = Mac1 fbg enh; B = ERb SRC1 inh; C = Mac1 fbg inh; D = FAK inh; E = ERa SRC1 inh; F = ERa SRC1 pot; G = PLK1 PBD inh; H = Rev-RRE block; I = PLK1 inh
1. O=[N+]([O-])c1ccc(Sc2nccn2Cc2ccccc2)c([N+](=O)[O-])c1
  A: 0; B: .; C: -25; D: -1; E: .; F: .; G: -10; H: 0; I: -8

2. CC(c1ccccc1)n1c(NCCCn2ccnc2)nc2c1c(=O)[nH]c(=O)n2C (stereo not drawn)
  A: -1; B: -13[fluorescence artefact?]; C: 3; D: -4; E: 0; F: 116; G: -8; H: 3; I: -13

3. CCC(C)NC(=O)CSc1nnc(-c2cc(-c3cccs3)nc3ccccc23)o1 (stereo not drawn)
  A: -4; B: 3; C: 13; D: 1; E: -4; F: 88[fluorescence artefact?]; G: 0; H: 15; I: -7

4. COc1ccc(S(=O)(=O)Nc2ccc(S(=O)(=O)N3CCCC3)cc2)cc1
  A: -4; B: -3[fluorescence artefact?]; C: -10; D: -2; E: 3[fluorescence artefact?]; F: 111; G: 21; H: 3; I: -9

5. Cc1c(Cl)cccc1NC(=O)c1nc(C)n(-c2cc(OC(C)C)c(Cl)cc2Cl)n1
  A: -5; B: .; C: -2; D: 2; E: .; F: .; G: -6; H: 2; I: -6

6. COc1ccc(OC)c(NC(=O)C2CCCN2C(=O)OCc2ccccc2)c1 (stereo not drawn)
  A: -3; B: 2; C: 11; D: .; E: -6; F: 106; G: .; H: .; I: .

7. CCn1cc(CNC(=O)CCc2ccc(OC)cc2)cn1
  A: 5; B: 2[fluorescence artefact?]; C: -4; D: -2; E: -4[fluorescence artefact?]; F: 106; G: -6; H: 6; I: -6

8. COc1ccc2nc(NC(=O)CSc3nc(C)cc(=O)[nH]3)sc2c1
  A: 3; B: .; C: 8; D: -1; E: .; F: .; G: 0; H: 4; I: -6

9. CCC(CC)NC(=O)c1cc(OC)c(OC)cc1[N+](=O)[O-]
  A: -2; B: .; C: 11; D: -1; E: .; F: .; G: -32; H: 4; I: -2

10. COc1ccccc1S(=O)(=O)Nc1cccc(-c2nnc3n2CCCCC3)c1
  A: -1; B: 0; C: 11; D: 6; E: 4; F: 98[fluorescence artefact?]; G: -29; H: 6; I: -8

11. CC1C2CC(C(CN(C)C)/C2=N/O)C1(C)C (stereo not drawn)
  A: -2; B: -3; C: 0; D: -2; E: -7; F: 121; G: 6; H: 2; I: 3

12. CSC(=NC1CCCCC1)NS(=O)(=O)c1ccccc1
  A: -2; B: -2; C: 0; D: .; E: 1; F: 108; G: .; H: .; I: .

13. CC(C)(C)NC(=O)Cn1cnc([N+](=O)[O-])n1
  A: .; B: .; C: .; D: 1; E: .; F: .; G: -13; H: 11; I: -10

14. O=C1Cc2ccccc2Sc2ccc(Cl)cc21
  A: .; B: .; C: .; D: 7; E: .; F: .; G: -26; H: 9; I: -15

15. Cc1ccc2cc3cc(C(=O)N4CC(C)CC(C)C4)oc3nc2c1 (stereo not drawn)
  A: .; B: 2; C: .; D: -3; E: 2; F: 98; G: -18; H: 8; I: -11

16. CCOC(=O)C1Sc2[nH]c(=O)sc2C(c2ccc(Cl)cc2)C1C(=O)OCC (stereo not drawn)
  A: -5; B: .; C: 1; D: -1; E: .; F: .; G: -25; H: 4; I: -13

17. COc1ccc(S(=O)(=O)N2CCCCCC2)cc1C(=O)OCC(=O)NCC(C)C
  A: -2; B: .; C: -6; D: -1; E: .; F: .; G: 14; H: 2; I: -14

18. COc1ccc(CCNC(=O)CN2C(=O)c3ccccc3S2(=O)=O)cc1
  A: .; B: .; C: .; D: 0; E: .; F: .; G: 0; H: 4; I: -8

19. COc1ccc(OC)c(NC(=O)C2=C(C)Nc3ncnn3C2c2cccs2)c1 (stereo not drawn)
  A: 4; B: -17; C: -4; D: .; E: -3; F: 98; G: .; H: .; I: .

20. COc1ccc(C2(C(=O)NCCCN(C)C)CCOCC2)cc1
  A: 0; B: .; C: 3; D: -4; E: .; F: .; G: 3; H: 3; I: 1

21. CC(=O)c1sc(-c2c(C)nc3sccn23)nc1C1CCCC1
  A: -2; B: 7[fluorescence artefact?]; C: -7; D: .; E: 16[fluorescence artefact?]; F: 103; G: .; H: .; I: .

22. O=C(CN1C(=O)c2ccccc2C1=O)N1CCN(C(=O)c2ccco2)CC1
  A: 3; B: 6; C: -2; D: 0; E: -8; F: 102; G: 12; H: 2; I: -7

23. CCOC(=O)C1C(=O)NC(N2CCOCC2)=NC1C(C)C (stereo not drawn)
  A: -3; B: -7; C: 10; D: 2; E: -6; F: 151; G: 13; H: 12; I: -6

24. COc1ccc(C(=O)N/C(=C\c2cccs2)c2nc3ccccc3[nH]2)cc1OC
  A: .; B: .; C: .; D: -1; E: .; F: .; G: 22; H: 3; I: -2

25. Cc1[nH]c2ccccc2c1CC(=O)O
  A: -3; B: -2[fluorescence artefact?]; C: -4; D: 3; E: -8; F: 113; G: -14; H: 6; I: 2

26. Cc1ccc(NS(=O)(=O)c2cccc(C(=O)N3CCOCC3)c2)cc1
  A: -2; B: 18; C: 3; D: -3; E: 7[fluorescence artefact?]; F: 79; G: 30; H: 3; I: -13

27. CCOC(=O)c1c(NC(=O)c2ccccc2C)sc2c1CC(C)(C)OC2
  A: 2; B: -2; C: 2; D: -1; E: 29[fluorescence artefact?]; F: 88; G: 22; H: 12; I: -16

28. COC(=O)c1sc2ncccc2c1OCc1cccc(Cl)c1
  A: 0; B: .; C: -22; D: 9; E: .; F: .; G: -25; H: 18; I: -15

29. CC(=O)OC(C(=O)N1CCN(c2ccccc2F)CC1)c1ccccc1 (stereo not drawn)
  A: -8; B: -12; C: 5; D: 0; E: -11; F: 105; G: 8; H: -1; I: -8

30. Cn1nc(OC(=O)Nc2ccccc2)cc1C(F)(F)F
  A: -4; B: 9[fluorescence artefact?]; C: -2; D: 3; E: -15; F: 105; G: 8; H: 7; I: -10

31. COc1ccc(NS(=O)(=O)c2cccc(C(=O)N/N=C(\C)c3ccc(-n4ccnc4)cc3)c2)cc1
  A: 22; B: .; C: 20; D: 11; E: .; F: .; G: -1; H: 2; I: -11

32. CC(=O)Cc1nsc(NC(=O)c2cc(-c3ccc(Cl)c(Cl)c3)oc2C)n1
  A: .; B: .; C: .; D: -4; E: .; F: .; G: -17; H: 8; I: -3

33. O=C(CNC(=O)c1ccccc1)OC(C(=O)Nc1cc(C(F)(F)F)ccc1Cl)c1ccccc1 (stereo not drawn)
  A: -1; B: -2; C: 2; D: -2; E: -19; F: 94; G: -1; H: 10; I: -6

34. Cc1ccc(C)c(NC(=O)c2cnn3ccccc23)c1
  A: -3; B: .; C: -12; D: 6; E: .; F: .; G: -6; H: 6; I: -6

35. COc1ccc(-c2nc(SC)n(C)c(=O)c2C#N)cc1OC
  A: -4; B: 0[fluorescence artefact?]; C: -3; D: .; E: 3; F: 127[fluorescence artefact?]; G: .; H: .; I: .

36. Cc1ccc(C)c(NC(=O)CCn2nc(C)cc2C)c1
  A: 3; B: -5[fluorescence artefact?]; C: -13; D: .; E: 4; F: 111; G: .; H: .; I: .

37. O=C(CN(Cc1ccccc1Cl)C(=O)c1ccc(CN2CCOCC2)o1)NCC1CCCO1 (stereo not drawn)
  A: .; B: -17[fluorescence artefact?]; C: .; D: -3; E: -7; F: 109; G: 4; H: 1; I: -8

38. Cc1ccccc1N1C(=O)CC(Sc2nnc(-c3ccccc3)o2)C1=O (stereo not drawn)
  A: -7; B: -6; C: 3; D: -6; E: -2; F: 89; G: 9; H: 2; I: -3

39. O=C(N/N=C/c1ccc(N2CCOCC2)o1)c1cccc(C(F)(F)F)c1
  A: .; B: -10; C: .; D: -1; E: -14[fluorescence artefact?]; F: 111; G: -14; H: -2; I: -14

40. CC(=O)c1cccc(NC(=O)C2CC(=O)N(Cc3ccccc3)C2)c1 (stereo not drawn)
  A: -3; B: -3[fluorescence artefact?]; C: -1; D: -3; E: 0[fluorescence artefact?]; F: 110; G: 16; H: 10; I: -2

41. CN1CCN(C(=O)c2cnn3c(C(F)(F)F)cc(-c4ccc5c(c4)OCO5)nc23)CC1
  A: -2; B: 4[fluorescence artefact?]; C: -31; D: -4; E: 10; F: 93; G: 16; H: -5; I: 1

42. CC(=O)c1cccc(NC(=O)N2CCCC2C(=O)Nc2ccccc2C)c1 (stereo not drawn)
  A: 2; B: 0[fluorescence artefact?]; C: -4; D: -1; E: 3[fluorescence artefact?]; F: 99; G: 14; H: -4; I: 9

43. O=C(c1c[nH]c2ccc(S(=O)(=O)N3CCOCC3)cc2c1=O)N1CCN(c2ccccn2)CC1
  A: 2; B: -8; C: -32; D: 1; E: 3; F: 102; G: -17; H: 2; I: -9

44. COc1cc(S(=O)(=O)NCC2COCCO2)ccc1-n1cnnn1 (stereo not drawn)
  A: 0; B: 3; C: 1; D: 1; E: -5; F: 120; G: -36; H: 5; I: -11

45. O=C(NCc1ccco1)c1cccn2c(=O)c3sccc3nc12
  A: .; B: .; C: .; D: 9; E: .; F: .; G: 19; H: 5; I: -12

46. O=C(O)[C@@H]1CCCC[C@@H]1C(=O)N1CCc2ccccc2C1CN1C(=O)c2ccccc2C1=O (stereo partly drawn)
  A: -3; B: -2; C: 29; D: 1; E: -8; F: 119; G: -18; H: 3; I: -8

47. CC(C)(C)c1ccc(S(=O)(=O)n2c(CN3CCOCC3)nc3ccccc32)cc1
  A: 4; B: 14[fluorescence artefact?]; C: 13; D: -3; E: 6; F: 82[fluorescence artefact?]; G: -17; H: 10; I: -9

48. COc1ccc(C2/C(=C(/O)c3ccccc3)C(=O)C(=O)N2CO)cc1 (stereo not drawn)
  A: 3; B: -6; C: -2; D: -5; E: 5; F: 106; G: 4; H: 1; I: -12

49. CC1(C)CC(=O)N(CC(=O)NCc2ccccc2)c2ccccc2S1(=O)=O
  A: -3; B: -2; C: -1; D: 7; E: -6; F: 93; G: -9; H: 10; I: -11

Entries from the list above that contain a nitro group on carbon:
Abbreviations: A = Mac1 fbg enh; B = ERb SRC1 inh; C = Mac1 fbg inh; D = FAK inh; E = ERa SRC1 inh; F = ERa SRC1 pot; G = PLK1 PBD inh; H = Rev-RRE block; I = PLK1 inh
1. O=[N+]([O-])c1ccc(Sc2nccn2Cc2ccccc2)c([N+](=O)[O-])c1
  A: 0; B: .; C: -25; D: -1; E: .; F: .; G: -10; H: 0; I: -8

9. CCC(CC)NC(=O)c1cc(OC)c(OC)cc1[N+](=O)[O-]
  A: -2; B: .; C: 11; D: -1; E: .; F: .; G: -32; H: 4; I: -2

13. CC(C)(C)NC(=O)Cn1cnc([N+](=O)[O-])n1
  A: .; B: .; C: .; D: 1; E: .; F: .; G: -13; H: 11; I: -10

Screening data (PubChem BioAssay)
